Screening data as filed in PubChem.
ALOX12 inh: blocks human arachidonate 12S-lipoxygenase. P18054. purified 12hLO, xylenol orange hydroperoxide absorbance. Potency, µM (top dose mostly 108 µM), inactives show at the highest dose activity change, negative = inhibition, usual class: inhibitors. hit rate 1.1% among 580,000. AID 1671190; active = well fitted inhibition curve with a large enough effect; inconclusive = small, poorly fitted or top-dose-only effect, or another doubt; inactive = no such curve, though single readings can be large or run the other way
Target sequence (P18054 whole entry, looked up): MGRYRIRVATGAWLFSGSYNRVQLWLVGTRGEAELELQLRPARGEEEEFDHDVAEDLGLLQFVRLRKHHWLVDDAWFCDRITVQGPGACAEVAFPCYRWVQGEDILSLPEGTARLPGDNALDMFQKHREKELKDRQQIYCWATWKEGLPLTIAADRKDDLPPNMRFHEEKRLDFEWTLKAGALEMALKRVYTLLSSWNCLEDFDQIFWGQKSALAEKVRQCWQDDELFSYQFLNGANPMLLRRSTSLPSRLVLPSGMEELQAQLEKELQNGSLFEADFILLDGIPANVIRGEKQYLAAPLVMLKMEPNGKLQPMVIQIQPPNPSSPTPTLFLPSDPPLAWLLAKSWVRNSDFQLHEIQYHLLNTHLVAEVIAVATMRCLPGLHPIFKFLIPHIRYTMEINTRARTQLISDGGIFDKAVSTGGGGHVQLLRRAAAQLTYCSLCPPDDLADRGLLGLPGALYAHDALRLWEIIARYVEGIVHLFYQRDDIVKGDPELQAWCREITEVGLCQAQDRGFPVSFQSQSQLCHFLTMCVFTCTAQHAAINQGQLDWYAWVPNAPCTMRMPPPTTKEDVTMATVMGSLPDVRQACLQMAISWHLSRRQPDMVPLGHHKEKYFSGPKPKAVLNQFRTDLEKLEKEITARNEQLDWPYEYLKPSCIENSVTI
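Purified human 12hLO (150 nM final) in 25 mM Hepes, 0.01% Triton X-100, pH 7.0 was preincubated 15 min at room temperature with compound. Then 40 uM arachidonic acid was added, 30 min. Hydroperoxide was read by Fe-XO absorbance ratio 573/405 nm.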
* hit, by the source's call; ? = inconclusive; [ ] = remark or other dose. % is scaled to controls: 0 for no effect and ±100 for the full control effect; potency is read from the fitted curve at half-maximal effect. These rows are one share of the data; rates above refer to the full screens.

Molecule | ALOX12 inh
COc1ccc(S[C@]2(c3nc(C)no3)CC(=O)N(c3ccccc3)[C@@H]2c2ccc(OC)cc2)cc1 | ?
O=C(c1ccccn1)N1CCC2(COc3ncccc3S(=O)(=O)N2)C1 (stereo not drawn) | 3.2%[6.33 µM]
CN(C)c1nc2c(c(=O)[nH]1)CCN(C(=O)CCc1ccccc1)CC2 | 36.5%[activator]
O=C1c2cncnc2OCC(CNC(=O)C2(c3ccccc3)CC2)N1Cc1ccccc1 (stereo not drawn) | 7.2%[176 µM]
CC(Sc1cc(Cl)ccc1Cl)C(=O)NC(C)(C)C (stereo not drawn) | ?
Cc1oc2ccn(Cc3cccc(F)c3)c(=O)c2c1C(=O)NCc1cccc(F)c1 | 2.0%
COc1cccc(-c2ccnc3nc(CCc4ccccc4)nn23)c1 | 41.3%[activator]
NC(=O)c1cc(Cc2ccccc2)sc1NC(=O)c1ccncc1 | ?
C=CCn1c(SCC(=O)NC2CCCC2)nc2ccccc21 | 0.7%
CCOc1ccc(CN(C)CC(O)COCc2ccc(OC)cc2)cc1OC (stereo not drawn) | -5.6%
CC(C)(C)c1ccc(OCC(O)CNS(=O)(=O)Cc2ccccc2)cc1 (stereo not drawn) | ?
N#Cc1cccnc1NCc1cccnc1 | ?
O=C(O)CO[C@@H]1COCC[C@H]1NC(=O)c1cccc2c1OCCO2 | 27.5%
Cc1ccccc1-c1csc(C(C)(O)c2ccc(F)c(F)c2)n1 (stereo not drawn) | ?
CO[C@H]1[C@H](NC(=O)c2ccsc2)c2ccccc2C12CCN(Cc1cc3ccccc3o1)CC2 | ?
CCCCCNC(=O)c1cccc(NC(=O)c2ccccc2)c1 | -4.8%
O=C(NCC1CCC2(CCN(Cc3cnn(-c4ccc(F)cc4)c3)CC2)O1)c1ccccc1 (stereo not drawn) | 21.5%
CC(=O)c1ccc(-n2cccc2)cc1 | -21.7%
Cc1ccc(C(=O)/C=C/c2sccc2C)cc1 | -8.7%
CCc1nn(-c2ccc(F)cc2)c(Oc2ccccc2)c1CCC(=O)N(C)C(C)C | 29.9%
CCCCCc1c(-c2ccc(OC)cc2)ncn1CCc1ccccc1OC | -50.8%
O=C(Nc1nccs1)C1c2ccccc2C(=O)N(Cc2ccccc2)C12CCCC2 (stereo not drawn) | 31.3%[activator]
COc1ccc(S[C@]2(c3nc(C)no3)CC(=O)N(c3ccc(Cl)cc3)[C@@H]2c2ccc(OC)cc2)cc1 | ?
CCNC(=O)c1sc2ncnc(NCCCN3CCOCC3)c2c1C | 18.2%
Cc1cnc(N2CC3CCC(C2)N3CC(F)(F)F)s1 | ?
COc1ccc2[nH]c3c(c2c1)CCNC31CCN(C(=O)C2CC2)CC1 | 1.8%
Cc1ccc(C(=O)NC(c2ccc(Cl)cc2)c2cccnc2)cc1 (stereo not drawn) | 10.2%
CCn1c(=O)c2c(cc(C)n2C)n(CC(=O)Nc2cc(Cl)ccc2C)c1=O | 65.5%[activator]
CCC(C)NC(=O)C(NC(=O)c1ccccc1Cl)C1CCN(C(=O)c2cccc(OC)c2)CC1 (stereo not drawn) | 47.1%[activator]
NCC(=O)Nc1ccccn1 | 27.8%
Cc1cccc(CN2CCc3c(sc4ncnc(N(C)C)c34)C2)c1 | 250.2%[activator]
CCCCCCCCN1C(=O)[C@@H](CC(=O)N2CCN(C(=O)OCC)CC2)C[C@@]2(C(=O)OC)C1=C[C@H](C1CCCC1)O[C@@H]2C | -9.6%
CNC(=O)CCn1ncc2cc(OCc3ccccc3-c3cc(F)ccc3C)ccc21 | ?
CN(CC(=O)N1CC[C@H](N(C)C)[C@H](CCC(=O)O)C1)Cc1ccccc1F | -3.6%
CCc1nc2c(OCc3ccc(C(=O)N(C)C)cc3)cccn2c1N(C)C(=O)c1ccc(C)cc1 | -2.6%
CCOc1ccc2c(c1)c(=O)c(S(=O)(=O)c1ccccc1)cn2CC(=O)Nc1cccc(Cl)c1 | ?
CC#CC(=O)N1CCCC(C(=O)Nc2cccc(-c3cccc(C)c3)c2)C1 (stereo not drawn) | 49.2%[activator]
O=C(C1CCCC1)N1CCC(N2CC(OCC3CC3)C23CCOCC3)CC1 (stereo not drawn) | 14.8%
O=C1CN(C(=O)COC(=O)COc2ccc(Cl)cc2Br)c2ccccc2N1 | ?
CSCCc1nc(Cn2cccnc2=O)n(-c2ccccc2C(=O)O)n1 | 3.9%
FC(F)(F)c1cccc(C2=NOC3(CCCN(Cc4cccc5ccccc45)C3)C2)c1 (stereo not drawn) | 18.1%
COCCCNC(=O)[C@@H]1Cc2cn(Cc3cc(C)on3)c3cccc(c23)[C@H](CC(C)C)N1 | 35.7%[activator]
Cc1ccc(-c2cccc(N)c2)cc1 | ?
COc1ccc(NC(=O)c2cnc3n2CCN(Cc2ccccc2)CC3)cc1 | 36.0%[activator][176 µM]
Cc1cc2nc(/C(C#N)=C/c3ccc(F)c(Br)c3)[nH]c2cc1C | 7.4%
O=C(O)c1ccc(-c2cc(Cl)cc(Cl)c2)s1 | ?
CC(C)(C)c1ccc(SC2=C[C@@]3(O)CC[C@@H](O)[C@@](Sc4ccc(C(C)(C)C)cc4)(C2=O)[C@H]3O)cc1 | ?
COc1cc(F)c(CN2CCC3(CCCNC3)C2)c(F)c1 (stereo not drawn) | 69.5%[activator]
O=C1C(N2CCN(S(=O)(=O)c3cc(F)cc(F)c3)CC2)CCN1CCc1ccccc1 (stereo not drawn) | -5.1%
COc1ccccc1CNc1nc(Nc2ccccc2-n2cccn2)c2sccc2n1 | ?

Following part.
Molecule | ALOX12 inh
CC(C(=O)Nc1cccc(Cl)c1)N(C)Cc1c(F)cccc1Cl (stereo not drawn) | -9.7%
Cc1ccc(S(=O)(=O)N2CCN(C3CCN(Cc4cccnc4)C3=O)CC2)cc1C (stereo not drawn) | ?
Cc1cccc(Cn2nc(-c3ccc(C)c(S(=O)(=O)N4CCCC4)c3)ccc2=O)c1 | -25.9%
O=C(/C=C/c1ccc(Cl)cc1Cl)Nc1ccc(Cl)cc1C(F)(F)F | ?
O=S1(=O)CCN(C2CCCCCC2)CC1 | 4.2%
CCCc1c(C)nc2ccccc2c1SCCC(=O)O | -39.8%
COc1cccc(C(=O)N2CCC3(CC2)CC(N(Cc2ccccc2)C2CC2)CCO3)c1 (stereo not drawn) | 4.0%
C=CCN=C1NC(c2cccc(F)c2)C(C(=O)OC)=C(C)N1Cc1cccc(C(F)(F)F)c1 (stereo not drawn) | ?
CC(C)C[C@@H]1N[C@H](C(=O)NCC2CC2)Cc2cn(Cc3ccccn3)c3cccc1c23 | 27.6%[176 µM]
O=C([C@H]1C[C@H](Oc2cccnc2)CN1C(=O)Nc1ccccc1)N1CCOCC1 | 25.5%
CC1(C(=O)NS(=O)(=O)c2ccc(Br)cc2)CCN1C(=O)CC1CCCCC1 (stereo not drawn) | -11.9%
COc1cccc(OCC2CN(Cc3cccc(C(F)(F)F)c3)C(=O)c3c(ccnc3-c3ccc(OCC(=O)O)cc3)O2)c1OC (stereo not drawn) | -3.7%
CN[C@H]1C[C@H]2c3cc(Oc4ccccc4C)ccc3CCN2C(=O)[C@H]1[C@H](C)O | ?
CN1CCC2(CC1)CCN(Cc1ccc(OCC(O)CN3CCCCC3)cc1)C2 (stereo not drawn) | 44.7%[activator]
CCN1CCN(CCOc2ccc3c(=O)c(-c4ccc(OC)cc4)coc3c2C)CC1 | ?
COc1ccc(CNC(=O)[C@@H]2CCC[C@@H](NCc3cccnc3)CN(C)C(=O)C2)cc1 | 58.7%[activator][176 µM]
COC(=O)CNC(=O)C1c2ccccc2C(=O)N(C2CCCC2)C12CCCCC2 (stereo not drawn) | 43.7%
COc1ccc(CN2C(=O)CN(S(C)(=O)=O)CC2(C)C(=O)NC(C)C)cc1 (stereo not drawn) | 10.3%
O=C(Cc1c[nH]c2ccccc12)N[C@@H]1[C@@H]2CCO[C@@H]2[C@@H]1C1CCCC1 | 53.5%[activator]
COc1ccc(Cl)cc1C(=O)N1CCC2(CC1)CC(O)CCO2 (stereo not drawn) | 42.4%[activator]
Cc1cc(C)c(C(=O)C(C)Oc2cccc(C#N)c2)cc1C (stereo not drawn) | 12.3%
COC(=O)c1nc(NC(=O)Cn2nc3c(cc2=O)CCCC3)sc1C(C)C | -2.2%
O=C(C1CCCCC1)N1CC[C@H](c2nc3ccc(C(F)(F)F)cc3[nH]2)C1 | -13.9%[176 µM]
CCOc1ccc(C(=O)N(CCN(C)C)CC(=O)OC(C)(C)C)cc1 | -10.9%
CSc1cccc(NC(=O)N2C[C@H](c3nc(-c4ccncc4)no3)[C@@H](C)C2)c1 | 14.0%
COCc1nc(CCNC(=O)NCC(C)C)no1 | 46.8%
Cc1cc(=O)n(CC(=O)Nc2ccc(C)c(F)c2)c(N(C)Cc2ccccc2)n1 | 6.2%
CN1CCN(Cc2nc(C3(O)CCN(CC4CC4)CC3)cs2)CC1 | 3.8%[176 µM]
N[C@H]1CN(S(=O)(=O)c2ccc(OC(F)F)cc2)C[C@@H]1C1CC1 | 6.8%
COc1cc(=O)n2c(c1C(=O)N(C)Cc1nonc1C)CCN(Cc1cccc3ccccc13)CC2 | 6.0%
Cn1cccc1CN1CCC2(CC1)NC(=O)c1ccccc1O2 | 8.0%[176 µM]
O=C(NCc1cccnc1)c1nc(-c2ccccc2)cc2[nH]ccc12 | 30.6%[activator][176 µM]
CC(NC(=O)C1CCCCC1C(F)(F)F)C12CC3CC(CC(C3)C1)C2 (stereo not drawn) | -19.0%
O=C(NCc1cccs1)c1csc([C@@H]2O[C@H](CO)[C@H](O)[C@H](O)[C@H]2O)n1 | 9.6%
C[C@@H]1CN(C(=O)c2ccc3c(c2)NC(C)(CCCCc2ccccc2)CO3)C[C@H](C)O1 (stereo partly drawn) | 7.7%[176 µM]
Cc1ccc(C2Cn3nnc(-c4noc(-c5cccc(N(C)C)c5)n4)c3CO2)cc1 (stereo not drawn) | 20.7%
OC[C@@H]1CNC[C@H]1c1nc(C2CC2)no1 | 54.3%[activator]
CN(Cc1ccccc1)C1CCCc2ccccc21 (stereo not drawn) | 45.7%[activator][176 µM]
CCCNC(=O)CN1C(=O)NC(c2ccccc2OCC)C2=C1COC2=O (stereo not drawn) | 28.8%
Cc1ccc2nc(C)cc(C(=O)N(C)C3CCS(=O)(=O)C3)c2c1 (stereo not drawn) | 9.9%
CCCC(=O)N1CCN(C2CCN(CCC(C)C)C2=O)CC1 (stereo not drawn) | 18.2%
O=C1CCC2(CCCN(C(=O)c3ccnc(-n4cnnc4)c3)C2)CN1CC1CC1 (stereo not drawn) | 1.7%
CN1C(=O)C(CC(=O)N2CCC(CO)CC2)(Cc2ccccc2)c2ccccc21 (stereo not drawn) | -14.9%
O=C(N1CCCC1)N1CCN(c2ncnc3sccc23)CC(O)C1 (stereo not drawn) | 59.7%[activator]
O=C(NC1CCN(c2cc(-c3ccccc3)[nH]n2)CC1)c1ccccc1Cl | 35.3%
O=C(NC1CC1)c1ccccc1OCC1CCCN(Cc2cn[nH]c2-c2ccc(F)cc2)C1 (stereo not drawn) | 24.2%
COc1ccc(C(=O)N[C@H]2C[C@H]3C(=O)Nc4ccc(-c5ccsc5)cc4C(=O)N3C2)cc1 | ?
CC(=O)Nc1ccc(CN2CCN3C(=O)N(C)C[C@H]3C2)cc1 | 16.0%[176 µM]
O=C1CC2c3ccccc3CCN2C(=O)CN1Cc1ccccc1 (stereo not drawn) | -55.6%
O=C(c1ccc(F)cc1F)N1C[C@@H](CO)[C@H](c2nc(C3CC3)no2)C1 | 13.7%

Additional entries follow:
Molecule | ALOX12 inh
C[C@H]1CN(C2CCCCC2)C(=O)[C@@H]1CC(=O)Nc1ccccc1 | ?
CCC(c1cccs1)N1C(=O)[C@H]2CN(S(=O)(=O)c3cccc(OC)c3)C[C@H]2C1=O (stereo partly drawn) | -18.3%
N#Cc1ccc(CN2C3CCC2CN(C(=O)Nc2ccccc2F)C3)cc1 | 3.6%[6.33 µM]
COC[C@@H]1CN(Cc2ccc(OC)cc2OC)C[C@H]1c1nc(C)no1 | 25.5%
CC1(C)CC(NC(=S)Nc2ccc(SC(F)F)cc2)CC(C)(C)N1 | ?
CCc1nc(N2CCN(C(=S)Nc3ccccc3)CC2)c(C#N)c2c1CSC(C)(C)C2 | ?
CCOC(=O)c1cnc(N2CC3CCC(C2)N3CC(F)(F)F)s1 | 0.4%[6.33 µM]
COC(=O)CCCn1c(C)cc(C(=O)COC(=O)c2nccnc2N)c1C | -55.6%
CNC(=S)N/N=C/c1c(F)cccc1F | -28.9%
CC(C)C(=O)N1Cc2ccccc2CC2(CCCCN2Cc2cccnc2)C1 (stereo not drawn) | 10.4%[6.33 µM]
Cc1nc(-c2cc3ccc(OCC(=O)NC4CC4)cc3oc2=O)cs1 | ?
CC(C)C(NC(=O)CSc1ccccc1F)c1ccc2c(c1)OCCCO2 (stereo not drawn) | -59.0%
CCCc1cc(C(=O)N2CCC(=O)N(CC3CC3)C(C(C)C)C2)cs1 (stereo not drawn) | 13.9%
O=C(CN1C(=O)CSc2ccc(S(=O)(=O)N3CCOCC3)cc21)NCc1c(F)cccc1Cl | 13.9%
